Screens from PubChem.
USP1 inh – blocks the human USP1/UAF1 deubiquitinase complex; O94782; actives 0.23% (n = 390,000); Potency, µM (highest dose often 57.1 µM), for the others: at the top dose activity change, negative = inhibition, usual class: inhibitors; recombinant USP1/UAF1, Ub-Rhodamine cleavage fluorescence; also: potency is read from the fitted curve at half-maximal effect; % is scaled to controls: 0 for no effect and ±100 for the full control effect; nearly all actives have a fitted effect of over 60% in size; inactives centre near -12
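Step one: compound is pinned into 1nM USP1/UAF1 in HEPES pH 7.8 buffer with TCEP. Step two: 15 min room-temperature incubation. Step three: Ub-Rho (150nM final) starts cleavage, tracked by fluorescence over six one-minute reads.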
PI4K2A block – blocks human PI4K2A kinase activity; AID 1346378; purified PI4K2A, ADP-Glo luminescence, 1 h; stronger effect = lower value; activity change, negative = inhibition, % at 76.9 µM; actives 0.13% (n = 420,000); in the data active = activity change below about -50%; inconclusive = mostly about -30% to -49%;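 also: -100% = wells without enzyme as full effect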
Target sequence (Q9BTU6 whole entry, looked up): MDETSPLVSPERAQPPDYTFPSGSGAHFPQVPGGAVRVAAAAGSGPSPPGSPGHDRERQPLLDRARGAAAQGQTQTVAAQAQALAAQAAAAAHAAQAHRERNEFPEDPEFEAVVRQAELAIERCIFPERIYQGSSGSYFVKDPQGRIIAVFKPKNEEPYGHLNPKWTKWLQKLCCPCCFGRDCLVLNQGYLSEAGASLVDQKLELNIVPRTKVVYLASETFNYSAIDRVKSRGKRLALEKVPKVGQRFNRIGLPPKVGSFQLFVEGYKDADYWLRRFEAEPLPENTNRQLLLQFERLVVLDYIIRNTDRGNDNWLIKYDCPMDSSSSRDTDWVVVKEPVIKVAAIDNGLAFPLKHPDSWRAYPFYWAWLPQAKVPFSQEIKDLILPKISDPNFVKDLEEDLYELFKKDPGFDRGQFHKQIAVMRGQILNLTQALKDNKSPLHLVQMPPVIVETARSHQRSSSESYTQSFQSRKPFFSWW
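Compounds are screened against recombinant PI4K2A using PI as substrate and ATP, the latter dispensed at 300 microM. Reactions run one hour at ambient temperature before ADP-Glo detection; full inhibition defined by wells lacking enzyme.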
RXFP1 agonist – agonists of human relaxin receptor RXFP1; HEK293T-RXFP1 cAMP TR-FRET, 30 min; response scale: percent of porcine relaxin response, buffer zero; Potency, µM (highest dose often 57.5 µM), inactives show at the highest dose activation, most hits filed as activators; actives 0.3% (n = 370,000); AID 2676; also: potency is read from the fitted curve at half-maximal effect; % is scaled to controls: 0 for no effect and ±100 for the full control effect; nearly all actives have a fitted effect of over 60% in size; many of its hits are not listed in these tables
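Agonist response is measured as cAMP accumulation in an RXFP1-transfected HEK293T line under PDE4 inhibition. Values are scaled between buffer-only and 29 nM porcine relaxin, and EC50s come from standard Hill equation fits.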
IDH1 R132H inh – blocks human mutant IDH1 R132H enzyme; O75874; Potency, µM (top dose mostly 76.6 µM), inactives show at the highest dose activity change, negative = inhibition, most hits filed as inhibitors; actives 0.093% (n = 390,000); IDH1-R132H enzyme, NADPH consumption, diaphorase/resazurin fluorescence; also: potency is read from the fitted curve at half-maximal effect; % is scaled to controls: 0 for no effect and ±100 for the full control effect; nearly all actives have a fitted effect of over 65% in size
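IDH1-R132H (0.5 ug/mL) preincubated 30 min with compound, then NADPH (0.016 mM) and alpha-KG (2 mM) added; 80 min at RT, pH 7.5. Remaining NADPH coupled via diaphorase/resazurin to fluorescence (540/590 nm); concentration-response curves normalized to no-enzyme control.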
Vif-A3G inh – Vif-A3G binding inhibition | HeLa A3G-eYFP + Vif (tagged APOBEC3G with the HIV-1 protein that degrades it), YFP fluorescence, overnight | Potency, µM (highest dose often 46.1 µM), without a hit: at the top dose activity, negative = active, usual class: inhibitors | actives 0.076% (n = 410,000) | AID 602310;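 also: potency is read from the fitted curve at half-maximal effect; % is scaled to controls: 0 for no effect and ±100 for the full control effect; nearly all actives have a fitted effect of over 60% in size; hits raise eYFP signal because A3G escapes Vif-driven loss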
Target sequence (Q9HC16 whole entry, looked up): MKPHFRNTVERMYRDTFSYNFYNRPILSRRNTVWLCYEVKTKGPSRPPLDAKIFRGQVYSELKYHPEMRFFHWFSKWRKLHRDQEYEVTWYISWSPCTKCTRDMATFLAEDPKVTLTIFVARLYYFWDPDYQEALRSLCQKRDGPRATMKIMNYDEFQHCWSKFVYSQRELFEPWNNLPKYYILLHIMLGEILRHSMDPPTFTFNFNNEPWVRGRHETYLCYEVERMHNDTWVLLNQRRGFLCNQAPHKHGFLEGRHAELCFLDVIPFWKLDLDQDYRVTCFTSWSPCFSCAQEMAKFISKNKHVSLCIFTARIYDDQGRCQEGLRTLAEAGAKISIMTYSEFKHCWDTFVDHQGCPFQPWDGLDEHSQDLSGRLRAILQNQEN
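HeLa cells stably expressing Vif and C-terminally eYFP-tagged A3G, seeded overnight at 37 deg C, then exposed to compound by pintool overnight at 37 deg C. Rise in yellow fluorescence (Ex 488/Em 500-530, Acumen) marks blocked Vif-driven A3G degradation.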
Vif-APOBEC3F blk – Vif-A3F binding inhibition; Potency, µM (doses to about 46.1 µM), for the others: at the highest dose activity, negative = active; AID 602313; HeLa A3F-eYFP + Vif (tagged APOBEC3F with the HIV-1 protein that degrades it), YFP fluorescence increase; actives 0.2% (n = 390,000); also: potency is read from the fitted curve at half-maximal effect; % of control where 0% means no effect; nearly all actives have a fitted effect of over 65% in size
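HeLa cells stably expressing Vif plus C-terminally eYFP-tagged A3F were seeded, incubated overnight at 37 deg C, dosed with compound, incubated overnight again at 37 deg C. Yellow fluorescence (Ex 488/Em 500-530) reported blocked Vif-mediated A3F-eYFP degradation.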
Glioma ERSR ind – ER stress response induction in glioma | U87-MG GRP78 promoter luciferase reporter, 16 h | Potency, µM, without a hit: at the top dose activation, hits mostly activators | actives 0.02% (n = 420,000) | AID 602332; also: potency is read from the fitted curve at half-maximal effect; series mostly up to about 76 µM; % of control where 0% means no effect; nearly all actives have a fitted effect of over 35% in size
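ERSR induction read as luciferase luminescence (Bright-Glo, 10 min at room temperature) in stably transfected human U87-MG glioma cells exposed to compounds for 16 h, using GRP78 as sensor.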
TrxR1 substrate – rat thioredoxin reductase 1 substrate activity | Potency, µM (doses to about 114 µM), inactives show top-dose activity change, negative = substrate turnover | O89049 | purified TrxR1 substrate turnover, NADPH consumption readout | actives 0.01% (n = 390,000); also: potency is read from the fitted curve at half-maximal effect; % is scaled to controls: 0 for no effect and ±100 for the full control effect; nearly all actives have a fitted effect of over 50% in size
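Rat TrxR1, dispensed at 90 nM, was prereduced with 400 uM NADPH (final) for 5 min at ~22 deg C, then incubated with compound 15 min before 400 uM selenite. A first-read NADPH fluorescence drop versus no-compound background flagged substrates.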
LDHA block – LDHA (human) enzyme inhibition. P00338. purified LDHA, NADH/diaphorase-resazurin fluorescence; stronger effect = lower value. activity change, % (values are at about 110 or 230 µM). actives 0.15% (n = 480,000). AID 1347041; in the data active = activity change below about -30%; inconclusive = mostly about -25% to -30%;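 also: plate controls were DMSO wells for no effect and wells without enzyme for full effect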
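Remaining NADH was detected by diaphorase (0.133 mg/mL) converting 37 µM resazurin to fluorescent resorufin, read at 0 and 20 minutes. The preceding 5-minute room-temperature reaction used 2 nM LDHA, 0.2 mM sodium pyruvate and 0.06 mM NADH at pH 7.4.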
* = called active by the depositor; ? = inconclusive; . = not tested or not shown; & = joins results of further samples; [ ] = another dose, or the depositor's remark. Unless noted, calls follow the shape of the dose curve; as a rule, active = well fitted curve in the direction sought with a large enough effect; inconclusive = small, poorly fitted or top-dose-only effect, or another doubt; inactive = no such curve, though single readings can be large; an effect the other way counts as inactive or inconclusive. This is a subset; the hit share may differ from the screen's.

Values run as follows: USP1 inh	PI4K2A block	RXFP1 agonist	IDH1 R132H inh	Vif-A3G inh	Vif-APOBEC3F blk	Glioma ERSR ind	TrxR1 substrate	LDHA block
1) Cc1cc(C)cc(-n2ccnc(NCCc3ccccc3)c2=O)c1
  -26%	-2	0.1%	14%	-5%	0%	3%	9%[57.1 µM]	-5
2) CSCC[C@H](NC(=O)C(C)(C)Oc1ccc(Cl)cc1)c1nc2ccccc2[nH]1
  -17%	-6	3.8%	0%	-6%	-8%	-5%	4%	-2
3) Cc1nc(CNC(=O)CC2C(=O)NCCN2Cc2cccc(Oc3ccccc3)c2)cs1 (centres undefined)
  -17%	-4	-2.0%	-1%	-7%	-2%	0%	6%	1
4) C[C@H](CO)N1C[C@H](C)[C@@H](CN(C)S(C)(=O)=O)Oc2ccc(NC(=O)Nc3ccc4c(c3)OCO4)cc2C1=O
  -17%	-3	.	17%	3%	3%	-1%	12%	11
5) CC(OC(=O)c1cc2sccc2n1C)C(=O)NCc1ccc(F)cc1 (centres undefined)
  -3%	-7	1.5%	6%	-18%	6%	-3%	-13%	-9
6) COC(=O)c1nn(-c2c(C)n(C)n(-c3ccccc3)c2=O)cc1O
  -11%	0	1.7%	8%	-1%	3%	-2%	11%[57.1 µM]	-3
7) Cc1cc(Nc2ccc(O)cc2)ccc1N
  .	.	-0.4%	.	5%	.	-5%	-15%	8
8) CC(N=C(NC#N)Nc1ccncc1)C(C)(C)C (centres undefined)
  14%&-18%	3&-3&-3&2	3.5%	-11%&9%	-4%&1%	-1%&8%	-2%&1%&-2%&-3%&-1%&-3%	7%[57.1 µM]	-7&-6
9) Cc1cc(C)n2[nH]c(=O)c(N=Nc3cccc(Cl)c3)c2n1
  0%	-13	1.7%	6%	-2%	-1%	0%	-9%	2
10) CCOC(=O)c1ccc(N2CN=C3SCC(=O)N3C2)cc1
  -13%	2	-0.7%	9%	1%	2%	-4%	-3%	-2

One compound at a time, as listed above:
CC(N=C(NC#N)Nc1ccncc1)C(C)(C)C (centres undefined) is listed with USP1 inh: 14%&-18%; PI4K2A block: 3&-3&-3&2; RXFP1 agonist: 3.5%; IDH1 R132H inh: -11%&9%; Vif-A3G inh: -4%&1%; Vif-APOBEC3F blk: -1%&8%; Glioma ERSR ind: -2%&1%&-2%&-3%&-1%&-3%; TrxR1 substrate: 7%[57.1 µM]; LDHA block: -7&-6
CCOC(=O)c1ccc(N2CN=C3SCC(=O)N3C2)cc1 is listed with USP1 inh: -13%; PI4K2A block: 2; RXFP1 agonist: -0.7%; IDH1 R132H inh: 9%; Vif-A3G inh: 1%; Vif-APOBEC3F blk: 2%; Glioma ERSR ind: -4%; TrxR1 substrate: -3%; LDHA block: -2

Returning to the listing with the two entries that preceded the break.
Values run as follows: USP1 inh	PI4K2A block	RXFP1 agonist	IDH1 R132H inh	Vif-A3G inh	Vif-APOBEC3F blk	Glioma ERSR ind	TrxR1 substrate	LDHA block
9) Cc1cc(C)n2[nH]c(=O)c(N=Nc3cccc(Cl)c3)c2n1
  0%	-13	1.7%	6%	-2%	-1%	0%	-9%	2
10) CCOC(=O)c1ccc(N2CN=C3SCC(=O)N3C2)cc1
  -13%	2	-0.7%	9%	1%	2%	-4%	-3%	-2
11) O=C(Nc1cccc(C(=O)N2CCCCC2)c1)c1nsc2ccccc12
  -18%	8	2.1%	-8%	0%	-4%	0%	-1%[57.1 µM]	-2
12) CC1(C)Cc2c(sc(NC(=O)Cc3ccccc3)c2C#N)CO1
  -16%	2	29%	9%	-4%	8%	-1%	2%[57.1 µM]	2
13) Clc1ccc(N2N=C(c3cccs3)CC2c2ccco2)cc1 (centres undefined)
  -18%	-2	16%	5%	2%	2%	-3%	166%[activator][57.1 µM]	1
14) Cc1ccc(NC(=O)CSc2nc3n[nH]c(C)c3c(=N)n2-c2ccccc2C)cc1C
  -1%	2	14%	-17%	-5%	0%	-7%	3%[57.1 µM]	-5
15) O=C(OCc1cc(=O)n2c(n1)sc1ccccc12)c1ccc2c(=O)n3c(nc2c1)CCC3
  -19%	-12	?	-8%	3%	1%	-2%	10%[57.1 µM]	-3
16) Cc1sc(NC(=O)CCC(=O)O)c(C#N)c1C
  -19%	-5	-1.7%	4%	1%	3%	0%	8%[11.4 µM]	-2
17) COc1ccc(-c2sc3ccccc3c2-c2ccc(O)cc2)cc1
  -17%	2	.	-20%	-10%	0%	1%	28%	-7
18) Cc1nc2cc(NC(=O)c3ccc(S(=O)(=O)N(C)c4ccccc4)cc3)ccc2o1
  -21%	-21	-0.9%	-6%	-6%	6%	-1%	3%[0.457 µM]	-2
19) O=C(NNS(=O)(=O)c1ccc2ccccc2c1)C1CCN(Cc2ccccc2)CC1
  1%	3	-0.8%	3%	-1%	3%	-5%	12%[57.1 µM]	-8
20) CCN(CC)S(=O)(=O)c1ccc2nc(NC(=O)c3cncc(Br)c3)sc2c1
  -10%	-2	2.8%	14%	-5%	3%	1%	0%[57.1 µM]	10
21) COc1ccc(NC(=O)CSCC(=O)N(C)CC(=O)Nc2c(C)cccc2C)cc1
  -25%	-4	0.0%	-6%	4%	6%	-5%	1%	-18
22) Cc1ccc2c(c1)[nH]c1c(N3CCN(Cc4ccccc4)CC3)ncnc12
  -17%	2	0.6%	10%	-11%	-5%	-4%	16%	-5
23) O=C(CC1CCCC1)N1CCCC(Nc2cccc(F)c2)C1 (centres undefined)
  -18%	-2	0.0%	5%	3%	-17%	-8%	4%	-2
24) CC(C)C[C@H](N)c1nnc(SCc2ccc(Cl)cc2Cl)o1
  -23%	-3	0.0%	-2%	-2%	5%	20%	4%[11.4 µM]	0
25) CCc1nc2ccc(C(=O)NCCNC(C)=O)cn2c1N(C)Cc1ccc(OC)cc1
  .	1	.	.	-1%	.	-3%	.	-3
26) CCOC(=O)N1CCC(NC(=O)c2cnn(-c3cccc(C)c3)c2-n2cccc2)CC1
  -4%	0	-0.3%	15%	2%	6%	-1%	3%[57.1 µM]	0
27) c1ccc(CN2CCc3[nH]c4ccccc4c3C2)cc1
  -22%	-1	.	-1%	-4%	0%	-5%	7%	-9
28) NS(=O)(=O)c1ccc(NCC2COc3ccccc3O2)c([N+](=O)[O-])c1 (centres undefined)
  -19%	0	0.3%	6%	-1%	4%	3%	-4%[57.1 µM]	-2
29) CC1(C)CC[C@]2(C(=O)n3ccnc3)CC[C@]3(C)[C@H](C(=O)C=C4[C@@]5(C)C=C(C#N)C(=O)C(C)(C)[C@@H]5CC[C@]43C)[C@@H]2C1
  -13%	-7	.	-11%	?	-21%	-13%	16%[57.1 µM]	-4
30) CCCCOc1ccc(Nc2nc(C)cc(C)c2C#N)cc1
  0%	-2	5.7%	-1%	0%	-9%	1%	81%[activator]	-3
31) COc1cc(C(=O)Nc2cc(S(=O)(=O)N3CCOCC3)ccc2N2CCOCC2)ccc1OC(F)F
  -22%	1	.	14%	-2%	-5%	-3%	7%	-3
32) O=C(Cn1cnc2c(OCc3ccccc3)ncnc21)N1CCN(c2ccccn2)CC1
  -2%	1	.	1%	0%	3%	-2%	4%	-4
33) COc1cccc(/C=C/c2cnc3ccccc3n2)c1OC
  .	.	.	.	-1%	.	-9%	-4%	-2
34) O=C(N/N=C/c1cccs1)c1n[nH]c2c1CCCC2
  -12%	-20	-1.3%	9%	?	-12%	-13%	-1%[57.1 µM]	-8
35) CCOC(=O)[C@H]1[C@H]2COc3ccc(Cl)cc3[C@@H]2N2C(=O)c3cc(C)ccc3NC(=O)[C@@]12C
  -33%	5	-0.2%	-9%	-4%	-2%	-2%	3%[57.1 µM]	-2
36) Cc1cc(C)n(-c2nc(NCCCN(C)C)c3c4c(sc3n2)COC(C)(C)C4)n1
  -4%	1	-2.6%	0%	-1%	12%	1%	12%[2.29 µM]	-4
37) CSc1ccc(C#N)cc1NC(=O)c1ccc(Cl)cc1
  -11%	-15	11%	0%	-9%	5%	-2%	1%[57.1 µM]	-3
38) CC(=O)c1ccccc1OCCOc1ncnc2sccc12
  -16%	11	18%	2%	-4%	?	?	9%[57.1 µM]	-5
39) Cc1cc(C(=O)Nc2ncn[nH]2)ccc1[N+](=O)[O-]
  -21%	2	5.0%	-15%	1%	-1%	-4%	-5%	2
40) COC(=O)c1cc(NC(=O)c2c(-c3c(Cl)cccc3Cl)noc2C)ccc1N1CCOCC1
  -25%	-21	-3.9%	9%	-9%	4%	-2%	-2%	-2
41) FC(F)(F)c1ccccc1Cc1c(-c2ccco2)nc2ccc(Cl)cn12
  .	-24	.	.	-19%	.	-12%	.	0
42) CCCc1ccc(NS(=O)(=O)c2c(C)oc(C)c2C(=O)OC)cc1
  -9%	6	-0.1%	0%	-6%	2%	-3%	-2%	4
43) COc1cc(C2C(C(=O)C(C)(C)C)=C(O)C(=O)N2Cc2ccccc2)ccc1O (centres undefined)
  -2%	0	15%	2%	1%	4%	-2%	-9%	-2
44) CSc1nc2c(c(=O)[nH]c(=O)n2C)n1Cc1ccccc1Cl
  -10%	5	-1.3%	-3%	6%	1%	-3%	-2%	-6&-1
